S2 tox – cell viability loss in ATXN counter-screen | S2 cells (HEK-293 line with an ATXN2-luciferase reporter) viability, CellTiter-Fluor protease fluorescence, 24 h | Potency, µM (highest dose often 56.7 µM), hits mostly cytotoxic | 400,000 tested, 0.49% active | AID 651635; active = well fitted cell-killing curve with a large enough effect; inconclusive = small, poorly fitted or top-dose-only effect, or effect the other way; inactive = no such curve, though single readings can be large or run the other way; also: nearly all actives have a fitted effect of over 40% in size
Starred values were filed as active, the others as inactive; i = inactive; u = inconclusive. Potency is read from the fitted curve at half-maximal effect. Some of the compounds tested; the hit share may differ from the screen's.

A first look:
mol	S2 tox
CCn1nc(C)cc1C(=O)NCC1Cc2cccc(-c3cccnc3)c2O1 (stereo not given)	i
CN(Cc1ccc2c(c1)CN(C(=O)c1cccc(N(C)C)c1)CCO2)Cc1cc(C2CC2)n[nH]1	u
COc1ccc(CN2CCCC(c3nc(C)ncc3-c3ccc(F)cc3)C2)c(OC)c1OC (stereo not given)	i
CC(=O)Nc1cc(C(=O)N2CC3(C)CC2CC(C)(C)C3)cc2ncn(CCc3ccccn3)c12 (stereo not given)	i
CC(=O)N1CCC[C@H]1C(=O)NCC1Cc2cc(Cl)cc(-c3ccc4[nH]ccc4c3)c2O1 (stereo not given in full)	u
COc1ccc(OC)c(C(=O)N2CCOc3ccc(C(C)(O)CN(C)C)cc3C2)c1 (stereo not given)	i
CC1(C)S[C@@H]2[C@H](NC(=O)C(C(=O)O)c3ccsc3)C(=O)N2[C@H]1C(=O)O (stereo not given in full)	i
CN(Cc1cccc2ncccc12)C(=O)c1cnn(-c2ncc3c(n2)-c2ccccc2CC3)c1C1CC1	u
CC(=O)c1ccccc1C(=O)NCC1Cc2cccc(-c3cccnc3)c2O1 (stereo not given)	i
COC(=O)C1CCN(Cc2ccc3c(c2)CN(C(=O)C2CCCN(c4ccccn4)C2)CCO3)CC1 (stereo not given)	i
CC(=O)Nc1ccccc1-c1nc(CNC(=O)c2cc(C)ccc2C)c(C)o1	i
Cn1nccc1C(=O)NCC1CCC2(CCN(Cc3ccc(-c4ccc(Cl)cc4)o3)CC2)O1 (stereo not given)	i
Cc1[nH]cnc1C[C@H]1CCc2c(C)c3ccccc3n2C1=O	i
COc1ccc(-c2nc3cc(C)ccc3cc2CN(C(=O)c2ccc(C)s2)C2CC2)cc1OC	u
CCC1CN(CC(=O)NCc2cc(C)n(C)n2)Cc2cc(OC)ccc2O1 (stereo not given)	i
CC(C)Cc1nc2cc(NS(=O)(=O)N(C)C)cc(C(=O)N3CCc4sccc4C3)c2n1C	u
CC(O)(COc1ccccc1)c1ccc2c(c1)CN(C/C=C/c1ccco1)CCO2 (stereo not given)	i
CCc1cc(C(=O)NCC2Cc3cccc(-c4ccc(C(=O)OC)cn4)c3O2)no1 (stereo not given)	u

Main list, previewed entries included:
mol	S2 tox
CCn1nc(C)cc1C(=O)NCC1Cc2cccc(-c3cccnc3)c2O1 (stereo not given)	i
CN(Cc1ccc2c(c1)CN(C(=O)c1cccc(N(C)C)c1)CCO2)Cc1cc(C2CC2)n[nH]1	u
COc1ccc(CN2CCCC(c3nc(C)ncc3-c3ccc(F)cc3)C2)c(OC)c1OC (stereo not given)	i
CC(=O)Nc1cc(C(=O)N2CC3(C)CC2CC(C)(C)C3)cc2ncn(CCc3ccccn3)c12 (stereo not given)	i
CC(=O)N1CCC[C@H]1C(=O)NCC1Cc2cc(Cl)cc(-c3ccc4[nH]ccc4c3)c2O1 (stereo not given in full)	u
COc1ccc(OC)c(C(=O)N2CCOc3ccc(C(C)(O)CN(C)C)cc3C2)c1 (stereo not given)	i
CC1(C)S[C@@H]2[C@H](NC(=O)C(C(=O)O)c3ccsc3)C(=O)N2[C@H]1C(=O)O (stereo not given in full)	i
CN(Cc1cccc2ncccc12)C(=O)c1cnn(-c2ncc3c(n2)-c2ccccc2CC3)c1C1CC1	u
CC(=O)c1ccccc1C(=O)NCC1Cc2cccc(-c3cccnc3)c2O1 (stereo not given)	i
COC(=O)C1CCN(Cc2ccc3c(c2)CN(C(=O)C2CCCN(c4ccccn4)C2)CCO3)CC1 (stereo not given)	i
CC(=O)Nc1ccccc1-c1nc(CNC(=O)c2cc(C)ccc2C)c(C)o1	i
Cn1nccc1C(=O)NCC1CCC2(CCN(Cc3ccc(-c4ccc(Cl)cc4)o3)CC2)O1 (stereo not given)	i
Cc1[nH]cnc1C[C@H]1CCc2c(C)c3ccccc3n2C1=O	i
COc1ccc(-c2nc3cc(C)ccc3cc2CN(C(=O)c2ccc(C)s2)C2CC2)cc1OC	u
CCC1CN(CC(=O)NCc2cc(C)n(C)n2)Cc2cc(OC)ccc2O1 (stereo not given)	i
CC(C)Cc1nc2cc(NS(=O)(=O)N(C)C)cc(C(=O)N3CCc4sccc4C3)c2n1C	u
CC(O)(COc1ccccc1)c1ccc2c(c1)CN(C/C=C/c1ccco1)CCO2 (stereo not given)	i
CCc1cc(C(=O)NCC2Cc3cccc(-c4ccc(C(=O)OC)cn4)c3O2)no1 (stereo not given)	u
OC[C@H]1O[C@@H](OCCc2ccc(O)cc2)[C@H](O)[C@@H](O)[C@@H]1O	i
Clc1ccc(-n2cccc2CN2CCc3nnc(Cc4ccccc4)n3CC2)nc1	u
Cc1cnc(-n2ncc(C(=O)NCc3cccnc3)c2C)nc1-c1ccc(F)cc1	u
Cc1ccc(-c2ccnc(-n3ncc(C(=O)N(C)Cc4cccc5ncccc45)c3C3CC3)n2)o1	i
COc1ccc(-n2c(CNC(=O)c3cccc4ccccc34)nnc2SC)cc1	i
COc1ccc(CN2CCOc3ccc(C(O)c4cccnc4)cc3C2)c(OC)c1OC (stereo not given)	i
O=C(NCC1(N2CCOCC2)CCCC1)c1cnn(-c2nccc(-c3cccs3)n2)c1C1CC1	i
CC(=O)c1ccc(F)c(-c2cc(C)cc3c2OC(CNC(=O)c2cccnc2)C3)c1 (stereo not given)	i
Cc1nc(C)c(CC(=O)N2CCOc3ccc(CN4CCN(c5ccccn5)CC4)cc3C2)s1	i
Cc1ccccc1C(=O)NC(C)c1nnc2n1CCN(Cc1ccnc3ccccc13)CC2 (stereo not given)	i
COc1cc(=O)n2c(c1C(=O)NCc1ccco1)CCN(Cc1cccc(C)n1)CC2	i
Cc1ncsc1CCC(=O)N1CCCC(c2nc(-c3ccncc3)ncc2-c2ccccc2)C1 (stereo not given)	i
CC#CCC(C)[C@H](O)/C=C/[C@@H]1[C@H]2c3cccc(CCCC(=O)O)c3O[C@H]2C[C@H]1O (stereo not given in full)	i
COc1cccc(CNC(=O)c2c(OC)cc(=O)n3c2CCN(C(=O)c2ccoc2C)CC3)c1	i
O=C1O[C@@H]2[C@@H](O)[C@H](O)O[C@@H]2[C@H]1O	i
COc1cc(-c2nc(C)cnc2C)cc2c1OCCN(C(=O)Cc1cc(OC)c(OC)c(OC)c1)C2	i
COc1ccc2ccccc2c1CN1CCOc2ccc(CN3CCN(CCO)CC3)cc2C1	u
CNC(=O)[C@@H]1C[C@H](NC2CCCCCCC2)CN1Cc1cccc(OC)c1OC	i
OC(c1ccc2c(c1)CN(Cc1cccn1-c1ncccn1)CCO2)C1CCCCC1 (stereo not given)	i
OC1(c2cccnc2)CCN(Cc2ccc3c(c2)CN(Cc2ccc4nsnc4c2)CCO3)CC1	i
O=C(CN1Cc2ccccc2OC(c2ccsc2)C1)N1CCN(Cc2ccc3c(c2)OCO3)CC1 (stereo not given)	i
C[C@@H]([C@H](O)c1ccc(O)cc1)N1CCC(Cc2ccccc2)CC1	i
OC1(c2cccnc2)CCN(Cc2ccc3c(c2)CN(Cc2ccc(Cl)cc2)CCO3)CC1	i
COc1cccc(CNC(=O)c2c(OC)cc(=O)n3c2CCN(C(=O)c2cc(F)cc(F)c2)CC3)c1	i
C/C1=C2N=C(/C=C3N=C(/C(C)=C4\[N-]C(C(CC(N)=O)C4(C)CCC(=O)NCC(C)OP(=O)([O-])OC4C(CO)OC(n5cnc6cc(C)c(C)cc65)C4O)C4(C)N=C1C(CCC(N)=O)C4(C)CC(N)=O)C(CCC(N)=O)C\3(C)C)C(CCC(N)=O)C/2(C)CC(N)=O.[CH3-].[Co+3] (stereo not given)	u
Cc1cc(C)nc(S[C@H]2C[C@@H](C(=O)N3CCN(c4ccccc4F)CC3)N(Cc3ccccc3F)C2)n1	i
CCC1(C2CCN(C(=O)c3ccccc3Cl)CC2)NC(=O)N(CCc2scnc2C)C1=O (stereo not given)	i

Part of the list above in order of SMILES length, smallest number first:
mol	S2 tox
OC(c1ccc2c(c1)CN(Cc1cccn1-c1ncccn1)CCO2)C1CCCCC1 (stereo not given)	i
COc1cccc(CNC(=O)c2c(OC)cc(=O)n3c2CCN(C(=O)c2ccoc2C)CC3)c1	i
CC#CCC(C)[C@H](O)/C=C/[C@@H]1[C@H]2c3cccc(CCCC(=O)O)c3O[C@H]2C[C@H]1O (stereo not given in full)	i

(cont.)
mol	S2 tox
CC(C)C(NC(=O)c1ccoc1)c1nnc2n1CCN(Cc1ccc3c(c1)Cc1ccccc1-3)CC2 (stereo not given)	u
Cc1cc(C(=O)NCC2CCC3(CCN(Cc4ccccc4C)CC3)O2)n(C)n1 (stereo not given)	i
Cn1c(SCC2CCCO2)nnc1C1CCN(Cc2ccc(-c3cccc(Cl)c3)o2)CC1 (stereo not given)	i
CC(CN(C)C)CN1c2ccccc2S(=O)(=O)c2ccccc21 (stereo not given)	u
CO[C@H]1[C@H](NC(=O)c2ccco2)c2ccccc2C12CCN(Cc1cnn(-c3ccccc3)c1)CC2	u
O=[N+]([O-])c1ccc(Oc2ccc(N=C=S)cc2)cc1	u
CC[C@@H]1O[C@]2(C=C[C@@H]1C)C[C@H]1C[C@H](CC=C(C)[C@@H](O[C@@H]3C[C@H](OC)[C@H](O[C@@H]4C[C@H](OC)[C@H](O)[C@H](C)O4)[C@H](C)O3)[C@@H](C)C=CC=C3CO[C@@H]4[C@@H](O)C(C)=C[C@@H](C(=O)O1)[C@]34O)O2	16µM*
COc1ccc(NC(=O)C2CC23CCN(Cc2cccc4ncccc24)CC3)cc1Cl (stereo not given)	i
Cc1oc(-c2cccc(NC(=O)C3CCCN(C)C3)c2)nc1CNC(=O)c1coc2c1C(=O)CCC2 (stereo not given)	i
COC(=O)C1CCCCN1Cc1ccc2c(c1)CN(C(=O)c1ccc(C)s1)CCO2 (stereo not given)	i
O=C(NCC1Cc2cc(-c3cnc4ccccc4c3)cc(F)c2O1)c1cnsn1 (stereo not given)	u
Cc1cc2nc(N3CCC(NC(C)c4nc(-c5ccccn5)no4)CC3)nc(C)c2cc1C (stereo not given)	i
COCC(=O)Nc1cc(C(=O)N2CCCCC2c2nccs2)c2c(c1)nc(-c1ccncc1)n2C (stereo not given)	i
Cc1c(C(=O)N(C)Cc2cscn2)sc2ncnc(NC[C@H]3CCc4ccccc4O3)c12	i
COC(=O)C1CCN(Cc2ccc3c(c2)CN(C(=O)c2ncc(C)[nH]2)CCO3)CC1	i
O=C(NCCc1nnc2n1CCN(Cc1ccc(F)cc1)CC2)c1ccco1	i
N[C@@H](C(=O)N[C@@H]1C(=O)N2C(C(=O)O)=C(CSc3cn[nH]n3)CS[C@H]12)c1ccc(O)cc1	i
O=C(N[C@@H]1c2ccccc2C2(CCN(Cc3c(O)ccc4ccccc34)CC2)[C@H]1O)c1ccccc1	i
CCn1c(-c2ccccc2F)nc2cc(C(=O)NCC3CCOCC3)cc(NC(C)=O)c21	i
COC(=O)c1ccc(CN2CCC3(CCC(CNC(=O)c4ccco4)O3)CC2)cc1 (stereo not given)	i
O=C(c1cscn1)N1CCOc2ccc(CN3CCC(Oc4cccnc4)CC3)cc2C1	i
Cc1cc2nc(N3CCCN(Cc4cccn4-c4ncccn4)CC3)nc(C)c2cc1C	u
CCN1\C(=C/C=C/C=C/c2sc3ccccc3[n+]2CC)Sc2ccccc21	u
CCN(CC)CCNC(=O)c1ccc(NS(C)(=O)=O)cc1	i
COc1cc(C(=O)N(Cc2cc3ccc(C)cc3nc2N(C)C)C2CC2)cc(OC)c1OC	i
Cc1cccc2nc(CNC(=O)CN3Cc4ccccc4OC(c4ccccc4F)C3)cn12 (stereo not given)	i
O=C1NC(CC(=O)N2CCC(n3c(C4CCC4)nc4cccnc43)CC2)c2ccccc21 (stereo not given)	i
COc1ccc(CN2CCOc3c(cc(-c4cccc(OC)n4)cc3OC)C2)c(O)c1	i
Cc1ccsc1C(=O)N(Cc1cc2ccc(F)cc2nc1N1CCC(O)CC1)CC1CCCO1 (stereo not given)	i
C/C=C1\NC(=O)[C@H]2CSSCC/C=C/[C@H](CC(=O)N[C@H](C(C)C)C(=O)N2)OC(=O)C(C(C)C)NC1=O (stereo not given in full)	4.5µM*
Cc1ccc(CN2CCC(C3(c4ccccn4)NC(=O)N(CC4CCCO4)C3=O)CC2)cc1C (stereo not given)	i
CC(C)(CS)C(=O)N1CCC[C@H]1C(=O)O	i
Cc1ncc2c(c1CNC(=O)/C=C/c1cccs1)CCN(C(=O)C1CCCO1)C2 (stereo not given)	i
CCC1CN(CCNC(=O)c2cccc3nccnc23)Cc2cc(OC)ccc2O1 (stereo not given)	i
Cc1cc(Cl)ccc1OCC(=O)NCC1Cc2cc(-c3cnccn3)ccc2O1 (stereo not given)	i
Cc1cccc(-c2cccc(C(=O)N3CCc4c(cnc(C)c4CNC(=O)c4cncs4)C3)c2)c1	u
COc1cc(=O)n2c(c1C(=O)NC(C)c1ccco1)CCN(Cc1ccnc3ccccc13)CC2 (stereo not given)	i
NC(=O)C1CCCN(Cc2ccc3c(c2)CN(Cc2ccccc2)CCO3)C1 (stereo not given)	i
CCc1nc2cc(C(=O)N3CCCN(C=O)CC3)cc(NC(=O)c3ccccc3OC)c2n1C	i
COc1ccc(/C=C/C(=O)NCC2Cc3cccc(-c4nc(C)cnc4C)c3O2)cc1OC (stereo not given)	i
OCC1CCCN(c2nc3cc4c(cc3cc2CNCc2cccs2)OCO4)C1 (stereo not given)	i
O=C(Nc1cccc(N2CCC(NCc3cnn(-c4ccccc4)n3)CC2)c1)c1cccnc1	i
COc1cc(=O)n2c(c1C(=O)NC(C)c1ccco1)CCN(C(=O)c1[nH]c(C)cc1C)CC2 (stereo not given)	i
Cc1ccccc1-n1cc(CNC(=O)CN2Cc3ccccc3OC(C)C2)cn1 (stereo not given)	i
Cc1nc(C)c(CC(=O)N2CCOc3ccc(CN4CCOCC4)cc3C2)s1	i
NCCNCCN	u
Cc1cc(-c2cc(F)cc3c2OC(CNC(=O)[C@@H]2CCC(=O)N2)C3)ccc1F (stereo not given in full)	i
CN1CCCN=C1/C=C\c1cccs1	i

Source: PubChem (National Center for Advancing Translational Sciences (NCATS))
